# Compound activity as filed in PubChem.
# Hsp90 inh: displaces geldanamycin probe from tumor Hsp90; hit rate 0.35% among 64,000; NCI-N417 lysate Hsp90, Cy3B-geldanamycin FP displacement; AID 429; P07900; inhibition, % at 30 µM;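 active = inhibition above 50%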;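 note: 0% = tracer plus lysate wells and 100% = tracer alone without lysate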
# E coli RNAP: blocks E. coli RNA polymerase transcription; P0A8V2; inhibition, %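 (tested at 10 µM)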; fluorescence transcription assay; hit rate 0.2% among 62,000; in the data active = inhibition above about 20%;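 note: 0% = enzyme without compound and 100% = no enzyme blank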
# Autofluor 339: intrinsic fluorescence of library compounds, ex339/em460 – biochemical, MLSMR library, data from DPM-DC assay, artefact control, profiling panel; hit rate 5.5% among 65,000; compound autofluorescence, ex339/em460 nm, NADH buffer; hits give high values; 1 = no-compound wells, NADH background; fluorescence fold increase at 10 µM; AID 709;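 active = at 10 µM, mean starting fluorescence two-fold or more over control wells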;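 note: signal is the first read of a kinetic run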
# 5HT1a ag: 5-HT1a (human) receptor agonism | CHO 5-HT1a Ga15 NFAT-bla reporter, FRET ratio; 0% basal, 100% maximal reference agonist | activation, % at 10 µM | hit rate 0.56% among 65,000;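 active = activation above the screen-wide mean activation plus 3 SD, cut at about 19% in these data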;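 note: 0% = DMSO wells and 100% = 5-CT at EC100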
# Her2 expr inh: lowers expression of human Her2 kinase; P04626; SKBR-3 HER2 protein level, AlphaScreen, 18-24 h; hits give low values; HER2 level % of control, % at 10 µM; hit rate 0.69% among 65,000;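 active = HER2 level under 5% of the carrier-only control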;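 note: 100% = DMSO carrier and 0% = 500 nM PU-H71 HSP90 inhibitor; lower value means stronger loss of Her2 protein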
# M1 ag: activates the M1 muscarinic receptor | CHO-M1 cells, Fluo-4 calcium fluorescence, agonist mode; hits give high values | B-score at 10 µM | hit rate 3% among 64,000 | AID 626;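 active = fluorescence rise, raw or as B-score row- and column-corrected plate score, outside the 99.7% band of its plate's samples, either direction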
# D1 mod: allosterically modulates the human D1 dopamine receptor | P21728 | AID 641 | hit rate 5.9% among 58,000 | B-score at 10 µM | HEK293 D1, CRE-luciferase, dopamine EC30 potentiation; actives deviate in either direction;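 active = luminescence count or its row- and column-corrected plate score outside the 99.7% band of the plate's sample wells, on either side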
# Target sequence (P21728 whole entry, looked up): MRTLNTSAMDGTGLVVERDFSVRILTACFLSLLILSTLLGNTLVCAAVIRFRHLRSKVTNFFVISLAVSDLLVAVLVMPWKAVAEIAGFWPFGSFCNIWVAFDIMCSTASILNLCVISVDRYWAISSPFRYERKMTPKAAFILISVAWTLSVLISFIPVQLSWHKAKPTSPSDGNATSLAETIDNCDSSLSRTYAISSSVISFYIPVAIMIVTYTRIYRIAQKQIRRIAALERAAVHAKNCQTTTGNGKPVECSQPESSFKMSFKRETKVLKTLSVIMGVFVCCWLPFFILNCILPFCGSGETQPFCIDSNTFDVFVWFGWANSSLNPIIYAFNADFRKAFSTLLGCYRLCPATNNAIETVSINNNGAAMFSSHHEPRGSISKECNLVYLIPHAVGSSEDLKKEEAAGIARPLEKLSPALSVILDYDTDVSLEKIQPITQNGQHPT
# NADH enzymes: blocks coupling enzymes of NAD/NADH assays; IC50, µM (highest dose often 10 µM), inactives show at the top dose inhibition; hit rate 0.02% among 65,000; coupled PK/LDH NADH assays, four targets; AID 774;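 active = single-dose screening hits from any of four coupled enzyme assays that gave an IC50 when retested across doses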;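 note: the DPM-DC format reads NADH fluorescence rather than 340 nm absorbance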
# M1 antagonist: antagonists of rat M1 muscarinic receptor; P08482; CHO-M1 cells, Fluo-4 calcium, ACh EC80 antagonist mode; hits give low values; B-score at 10 µM; hit rate 3.4% among 64,000; AID 628;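 active = calcium fluorescence response, raw or row-and-column corrected B-score, differing from the plate sample mean either way at a set confidence level, mostly lower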
# Target sequence (P08482 whole entry, looked up): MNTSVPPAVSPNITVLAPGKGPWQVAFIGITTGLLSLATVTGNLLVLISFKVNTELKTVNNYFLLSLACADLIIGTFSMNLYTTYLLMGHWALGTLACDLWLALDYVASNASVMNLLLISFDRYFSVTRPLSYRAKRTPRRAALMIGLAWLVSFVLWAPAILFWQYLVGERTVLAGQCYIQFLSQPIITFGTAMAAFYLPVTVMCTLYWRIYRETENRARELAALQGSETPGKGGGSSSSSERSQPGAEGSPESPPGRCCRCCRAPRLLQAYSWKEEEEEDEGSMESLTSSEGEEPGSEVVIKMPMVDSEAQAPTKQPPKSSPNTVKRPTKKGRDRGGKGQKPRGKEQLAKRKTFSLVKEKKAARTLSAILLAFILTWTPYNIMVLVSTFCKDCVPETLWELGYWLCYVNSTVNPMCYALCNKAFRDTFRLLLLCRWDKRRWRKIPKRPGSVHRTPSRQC
# An asterisk follows results filed as active; . = no result given; [ ] = another dose, or the depositor's remark.
molecule,Her2 expr inh,M1 antagonist,E coli RNAP,M1 ag,D1 mod,NADH enzymes,Autofluor 339,Hsp90 inh,5HT1a ag
COCC(C)n1c(C)cc(C(=O)CN2C(=O)NC3(CCCCC3C)C2=O)c1C (centres undefined),79,-1.3,1,0.079,-0.038,5%,1.1,-3,1.1
Cc1ccccc1NC(=O)Cn1nnc(-c2ccc(N3CCOCC3)cc2)n1,117,0.82,4,0.03,-0.63,13%,1.2,-3,2.0
N=C1C(c2ccccc2)=C(O)CN1c1ccccc1N1CCOCC1,112,0.025,9,-0.025,-0.32,6%,1.1,.,0.8
CCn1ncc(Br)c1C(=O)Nc1sc2c(c1C(=O)OC)CCC2,114,-0.36,2,0.11,0.13,9%,2.5*,-5,0.0
CCOC(=O)C1=C(CNCCc2ccc(Cl)cc2)NC(=O)NC1c1ccc2c(c1)OCO2 (centres undefined),.,1.1,4,0.99,0.31,4%,1,-3,0.6
CC1Cn2c(nc3c2c(=O)[nH]c(=O)n3C)O1 (centres undefined),100,0.58,2,0.25,-0.97,2%,1.1,2,0.8
COc1ccc(N2CCN(C(=O)CC3NC4CCCCC4NC3=O)CC2)cc1 (centres undefined),87,-0.23,6,-0.043,1.5,4%,1.1,0,-1.2
CCS(=O)(=O)N1CCC(C(=O)NCc2ccccc2OC)CC1,84,0.47,3,-0.84,-0.14,8%,1.1,-4,-3.9
O=C(CCN1C(=O)c2ccccc2C1=O)NCc1ccncc1,82,-0.28,9,-0.19,-1.1,1%,1,-3,0.6
O=C(NCc1cccnc1)c1ccc(S(=O)(=O)N2CCOCC2)cc1,95,.,0,.,0.58,9%,0.88,-2,-1.4
COc1cc(/C=N/O)ccc1OCc1ccc(C(=O)O)cc1,84,0.46,16,-0.91,.,0%,1.1,2,-1.3
Cc1nn(-c2ccccc2)c2sc(C(=O)OCc3nnc(-c4ccccc4)o3)cc12,76,-0.0041,0,-0.2,0.027,1%,1.3,-1,-0.4
CCCCCCC(=O)N1CCN(c2cc3c(cc2F)c(=O)c(C(=O)O)cn3CC)CC1,104,0.0069,9,-0.46,.,4%,1,-1,-0.6
COC(=O)CNC(=O)C1CCN(c2nc(C)cc(C)n2)CC1,78,0.31,0,0.14,-0.43,9%,1.5,0,-0.4
CC(=O)c1n[nH]nc1NC(=O)c1ccccc1,97,0.47,5,2.8*,0.0011,3%,1,-4,0.8
N#Cc1nc(-c2ccco2)oc1N1CCOCC1,58,0.059,-4,-0.12,.,14%[fluoresces],3.9*,-3,-2.1
O=C1CCCN1CC(CN1CCOCC1)Sc1nc2ccccc2c(=O)n1-c1ccccc1 (centres undefined),95,-0.98,5,3.2,2.1,4%,1.1,.,2.2
CC(C)n1c(Nc2ccccc2)nc2ccccc21,85,0.3,4,-0.52,-0.064,2%,1.1,-4,-0.1
O=C(c1ccc(Cl)c(Cl)c1)N1CCOCC1,120,0.4,4,-0.083,-0.04,4%,1.1,1,0.0
Cc1csc(SCC(=O)Nc2cccc3nsnc23)n1,136,1.3,7,1.2,-4,9%,1.9,-1,-4.6
COc1ccc(-c2cc(C(F)(F)F)nc(SCC(=O)NCc3ccco3)n2)cc1OC,98,0.44,-1,-0.67,13*,4%[fluoresces],2.7*,-3,1.2
CC(=O)Cc1nsc(NC(=O)c2c(-c3ccccc3Cl)noc2C)n1,128,0.36,6,0.081,-0.98,3%,1.1,-6,0.7
O=C(Cn1cc2c(n1)CCCC2)NCc1cccc(Cl)c1,110,-0.043,7,0.0049,-0.28,6%,1.1,0,8.3
O=C(CN1C(=O)CCC1=O)Nc1ccc(S(=O)(=O)N2CCOCC2)cc1,103,-0.25,1,-0.44,-0.56,4%,1.1,-4,-2.9
CCOc1ccc(-c2nnc(N)o2)cc1,101,0.072,0,0.4,0.03,4%,1.1,0,-0.3
CCCN(CCC)CCNC(=O)C1CCN(Cc2nc(-c3ccc(Cl)cc3)oc2C)CC1,81,-0.83,7,1.6,0.16,9%,1.1,-3,0.6
O=c1cc(N2CCCCC2)nc2n1CCCS2,147,-0.15,9,-0.97,.,2%,1.1,-3,-1.2
CN1c2ccccc2C(C)(C)C12CCCC(=O)N2 (centres undefined),78,-0.017,6,-0.94,-0.25,7%,1.1,-2,0.3
O=c1cc(CSc2nnc(COc3ccc(Cl)cc3)o2)c2ccccc2[nH]1,80,0.048,-2,-0.036,-1.4,5%,1,5,-3.3
COc1ccc(Cn2c(=O)[nH]c3cc(C(=O)NCc4ccc5c(c4)OCO5)ccc3c2=O)cc1,121,0.25,6,0,0.23,4%,1.3,.,1.6
Cc1cc(=O)n(CC(C)C)c(O)c1C#N,98,-0.1,3,-0.088,-0.25,7%,1.1,0,-4.2
O=C(CCCc1cccs1)Nc1nc2c(s1)CCCC2,71,-0.45,9,0.46,-1.6,5%,1,2,0.4
CCOC(=O)c1ccccc1NC(=O)CC(C)CC(=O)O (centres undefined),123,0.42,5,-0.33,0.33,3%,1.1,-2,0.3
CCOC(=O)C1=C(O)CCn2c1nc1ccccc12,129,-2.3*,12,0.086,0.95,2%,0.99,2,-0.3
O=C(CSc1nnc(-c2ccccc2)o1)NC1CCCCC1,82,0.98,2,-0.14,-0.57,2%,1.1,-4,0.0
O=C(O)c1cccc(NC(=O)C23CC4CC(C2)CC(n2cnc(Cl)n2)(C4)C3)c1,108,-1.4,5,-0.013,0.5,4%,1,1,-0.6
Cc1cc(NC(=O)CCC(=O)N(C2CC2)C2(C(=O)NC3CCCC3)CCC(C)CC2)no1 (centres undefined),103,0.66,10,0.34,1.2,7%,1.1,2,-1.8
N=c1n(Cc2ccccc2)c2ccccc2n1CC(O)COc1ccccc1 (centres undefined),49,-0.88,.,-0.69,-3,2%,1.1,0,20*
COc1ccc(CNC(=O)COc2ccc(S(=O)(=O)NC(C)C)cc2)cc1,116,0.84,11,0.0098,-0.019,4%,1.1,-10,-0.4
O=C(CCCN1C(=O)c2ccccc2C1=O)Nc1ccccc1C(=O)N1CCOCC1,95,0.68,4,2.3*,-0.21,8%,1.1,-4,-1.0
CCn1c(SCC(=O)NCc2ccco2)nnc1-c1cccs1,77,0.0055,4,-0.21,-1,7%,1.1,-18,-3.4
Cc1ccc(-c2nnn(CC(=O)N3CCN(c4ccccc4)CC3)n2)o1,92,-4.2*,5,-0.2,0.36,2%,1.1,0,-0.9
Cn1c(Cn2cnc3ccccc32)nc2ccccc21,66,0.46,0,-1.1,.,2%,1.1,-3,-0.9
CCOc1ccc(NC(=O)CCC(=O)n2nc(C)cc2C)cc1,72,0.93,7,1.3,-0.0012,8%,1.1,1,0.7
CCN(CCNS(=O)(=O)c1ccc2[nH]c(=O)sc2c1)c1ccccc1,79,-2.4*,4,-2.1,-0.36,6%,1.1,-2,-3.4
CCOc1ccc(C2/C(=C(/O)c3ccc(Cl)cc3)C(=O)C(=O)N2CCCN(C)C)cc1OC (centres undefined),93,0.016,6,0.61,0.31,5%,1.1,0,-3.2
CN(C)CC(=O)Nc1cc(C(F)(F)F)ccc1Cl,87,0.4,1,0.35,-0.6,4%,1.1,-2,-3.8
O=C(Nc1ccccc1)OCCNC(=O)c1ccccc1,78,0.096,5,-0.61,0.38,7%,1.1,1,-3.5
CCOC(=O)N1CCN(c2cc(=O)n(-c3cccc(Br)c3)c(=O)[nH]2)CC1,96,0.32,-5,-0.27,1.3,2%,1,-2,-1.6
C=CCN=C(NC#N)SCCc1ccccc1,89,-1.4,9,-0.44,.,2%,1.1,-1,-1.3
Cc1ccc(-c2cc(C(F)F)nc(NCC3CCCO3)n2)cc1 (centres undefined),.,0.62,9,-0.11,3.3*,6%,1.5,-6,1.1
CN(C)C(=O)c1ccc(COc2ccccc2Br)o1,84,-0.0022,14,-0.71,-0.034,1%,1.1,-1,-3.6
CS(=O)(=O)N1CCC(C(=O)Nc2ccc(OCc3ccccc3)cc2)CC1,111,0.93,-8,-0.17,1.6,10%,1.1,-1,-2.3
O=C(c1ccco1)N1CCN(S(=O)(=O)c2ccc(S(=O)(=O)NC3CCCCC3)cc2)CC1,106,-0.44,4,0.16,-1.5,0%,1.1,-1,1.5
O=c1nccc(NCc2ccco2)[nH]1,116,0.1,16,0.001,-3*,9%,1,-1,-0.1
c1ccc(CCn2nnnc2CN2CCc3ccccc32)cc1,79,0.11,9,1.3,0.64,4%,1.1,-5,0.5
COc1ccc(CCNC(=O)CCn2c(=O)oc3ccccc32)cc1,53,0.6,2,0.078,0.1,0%,1.1,1,2.4
O=C(Nc1ccccc1)NC1(C(=O)N2CCN(c3ncccn3)CC2)CCCCC1,112,0.029,6,0.11,-0.29,7%,1.1,0,-2.6
NC(=O)C1CCN(CC(=O)c2c[nH]c3ccc(F)cc23)CC1,144,0.46,9,-0.97,-0.54,8%,1.1,-13,-0.9
CC(=O)Nc1c2c(nn1-c1cccc(Cl)c1)CS(=O)C2 (centres undefined),95,-0.27,7,-0.09,-0.052,1%,1.1,-1,-2.4

# Just M1 ag and NADH enzymes, for 4 of the compounds above:
canonical_smiles	M1 ag	NADH enzymes
O=C(CCCc1cccs1)Nc1nc2c(s1)CCCC2	0.46	5%
CCOC(=O)c1ccccc1NC(=O)CC(C)CC(=O)O (centres undefined)	-0.33	3%
CCOC(=O)C1=C(O)CCn2c1nc1ccccc12	0.086	2%
O=C(CSc1nnc(-c2ccccc2)o1)NC1CCCCC1	-0.14	2%

# Two of these compounds in a different format:
# Values run as follows: Her2 expr inh, M1 antagonist, E coli RNAP, M1 ag, D1 mod, NADH enzymes, Autofluor 339, Hsp90 inh, 5HT1a ag
> CN(C)C(=O)c1ccc(COc2ccccc2Br)o1
→ 84, -0.0022, 14, -0.71, -0.034, 1%, 1.1, -1, -3.6
> CS(=O)(=O)N1CCC(C(=O)Nc2ccc(OCc3ccccc3)cc2)CC1
→ 111, 0.93, -8, -0.17, 1.6, 10%, 1.1, -1, -2.3

# Continued.
molecule,Her2 expr inh,M1 antagonist,E coli RNAP,M1 ag,D1 mod,NADH enzymes,Autofluor 339,Hsp90 inh,5HT1a ag
CC(=O)c1ccc(NC(=O)CCn2c(=O)oc3ccccc32)cc1,86,0.97,5,0.12,-0.8,6%,1.1,-2,-2.5
c1cncc(-c2nn3cnnc3s2)c1,67,0.068,.,0.044,-0.016,0%,1.1,-1,-1.1
CCOC(=O)C1CCN(CC(=O)c2c(C)[nH]c3cc(C)ccc23)CC1,111,-0.21,0,-1.3,-1.2,3%,1.1,-5,-1.3
Cc1ccc(NC(=O)N2CCC(NC(=O)c3ccccc3C)CC2)cc1,90,0.39,5,-0.21,-1,9%,0.86,1,-2.4
Cc1cc2nsnc2c(S(=O)(=O)NCC(=O)O)c1C,111,0.8,3,-0.067,-0.93,6%,1.1,-4,-2.4
CN(C)c1ccc(C=Nc2ccccc2C(N)=O)cc1,133,-0.013,-3,-0.7,-1.3,14%,1.9,0,-1.7
Cc1cc(=O)n2c(n1)OC(CO)C2 (centres undefined),100,-0.28,0,-0.45,0.14,5%,1.1,-1,-3.9
COc1ccc(C(O)C(CC(=O)NCCCOC(C)C)C(=O)NCCCOC(C)C)cc1OC (centres undefined),92,0.62,9,0.41,.,3%,1.1,-1,-3.6
O=C(OCn1nnc2ccccc2c1=O)c1cccnc1,117,1.9,2,0.3,-0.64,6%,1.1,-6,-1.9
O=C(Nc1ccc(N2CCOCC2)c(Cl)c1)c1cccnc1,87,-0.083,-7,-0.99,-0.12,8%,1.1,2,-3.4
c1ccc(-c2ccc(-n3ccnc3)cc2)cc1,60,-0.25,4,-0.88,-0.023,5%,1,-5,0.2
CCCc1cc(NCCN2CCOCC2)n2c(nc3ccccc32)c1C#N,122,-0.52,-17,-0.076,.,11%[fluoresces],2.3*,2,5.6
O=C(CN1CCN(Cc2ccc(Cl)cc2)C1=O)NCCN1CCCC1,122,0.46,6,-0.0034,-0.24,6%,1.1,-2,1.6
